MITF TRPM1 HTS: activators of MITF-driven TRPM1 promoter reporter, primary screen, cell-based, SK-MEL-5, luciferase, single point; SK-MEL-5 TRPM1-promoter luciferase, 24 h; % of positive control, neutral wells = 0; activation, % at 12.5 µM; 300,000 compounds, 0.75% hits; AID 588334, 2011;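 active = mean activation of at least 80% with every replicate also reaching 80%; inconclusive = mean reaches 80% but some replicate falls short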;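 also: 0% = neutral control wells and 100% = parthenolide positive control wells; values of inactives mirror those of a sister screen read the other way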
PvdQ acylase: P. aeruginosa PvdQ acylase inhibitors, primary screen, biochemical, fluorescence, plate reader and imaging, single point; PvdQ acylase [Pseudomonas aeruginosa LESB58]; purified PvdQ acylase; inhibition, % at 10 µM; 340,000 compounds, 0.063% hits; in the data active = inhibition above about 30%, passing the limit was not always enough; inconclusive = no clear call, values can overlap the other calls;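 also: 0% = vehicle neutral wells and 100% = reference inhibitor wells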
dFosB activator: activators of delta FosB homodimer, primary screen, biochemical, fluorescence polarization, TAMRA-CDK5 oligo, single point; 340,000 compounds, 0.99% hits; AID 493131, 2011; activation, % at 25 µM; Protein FosB (Mus musculus), P13346; purified delta FosB; percent of positive-control signal above neutral wells;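 active = mean activation above about 17%, with every replicate also reaching it, limit read from the data, passing the limit was not always enough; inconclusive = only one of the two conditions met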;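 also: fluorescence polarization rise as delta FosB binds a TAMRA Cdk5 AP-1 oligo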
CDK5 inh: inhibitors of human CDK5/p35 kinase, primary screen, biochemical, single concentration. Cyclin-dependent kinase 5 (Homo sapiens) + Cyclin-dependent kinase 5 activator 1 (Homo …. Recombinant CDK5/p35, ADP-Glo luminescence, 60 min. inhibition, % at 10 µM. 330,000 compounds, 0.01% hits;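 active = highest replicate inhibition of at least 50% and at least 75% of replicates reaching 50%; inconclusive = only one of the two criteria met; inactive = both criteria failed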;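 also: plate controls were DMSO neutral control for no effect and GW8510 at 10 µM for full effect; many of its hits are not listed in these tables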
HTR5A ag ctr: HTR5A agonists in luminescence cell assay, primary screen, counter-screen for OPRM1-OPRD1 heterodimer agonist project, full-deck HTS | AID 504692, 2011 | cell-based | activation, % at 9.3 µM | 5-hydroxytryptamine receptor 5A (Homo sapiens), P47898 | 340,000 compounds, 0.61% hits; in the data active = activation mostly above about 9.5%, no sharp cut-off; inactive = mostly below about 7.6%;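 also: 0% = cells with vehicle only and 100% = reference agonist; strong numbers were not always called active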
Target sequence (P47898 whole entry, looked up): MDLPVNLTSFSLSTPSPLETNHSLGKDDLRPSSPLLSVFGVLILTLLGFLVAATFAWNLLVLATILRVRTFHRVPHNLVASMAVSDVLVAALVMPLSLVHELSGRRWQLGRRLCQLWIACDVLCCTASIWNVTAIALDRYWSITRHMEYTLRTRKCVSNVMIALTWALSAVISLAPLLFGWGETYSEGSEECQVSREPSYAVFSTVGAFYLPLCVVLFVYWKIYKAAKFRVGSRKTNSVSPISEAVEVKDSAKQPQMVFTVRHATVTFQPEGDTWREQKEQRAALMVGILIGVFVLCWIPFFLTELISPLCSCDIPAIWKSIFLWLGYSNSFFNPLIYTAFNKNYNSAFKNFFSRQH
SR-BI HDL uptake: inhibitors of SR-BI mediated HDL lipid uptake, primary screen, ldlA[mSR-BI] cells, fluorescence, single point; ldlA[mSR-BI] CHO cells, DiI-HDL uptake fluorescence, 3 h; AID 488896, 2010; 320,000 compounds, 0.96% hits; inhibition, % at 12.5 µM; Scavenger receptor class B member 1 (Mus musculus), Q61009;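 active = mean replicate inhibition of at least 70% and a set share of replicates each scoring 70 or more; inconclusive = meets just one of the two criteria; inactive = fails both criteria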;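 also: 0% = median of neutral control wells and 100% = median of positive control wells; values of inactives mirror those of a sister screen read the other way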
Wnt act: Wnt/beta-catenin pathway activators, primary screen, cell-based, plate reader, single point; Wnt/beta-catenin reporter cell assay, activator; activation, % at 9.35 µM; 300,000 compounds, 1.2% hits; AID 743398, 2014; in the data active = activation above about 30%, passing the limit was not always enough; inconclusive = no clear call, values can overlap the other calls;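 also: 0% = neutral control wells and 100% = positive control wells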
cardiac RTF act: cardiac RTF calcium sensitivity activators, primary screen, biochemical, IANBD-TnC fluorescence, EC20 calcium; IANBD-labeled TnC RTF fluorescence at EC20 calcium; 0% EC20 calcium, 100% full calcium; activation, % at 7.2 µM; 340,000 compounds, 0.24% hits; AID 493008, 2010;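 active = activation above the mean over all tested compounds plus 3 SD, cut at about 30% in these data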;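 also: rise in fluorescence read as greater calcium sensitivity of cardiac thin filaments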
SR-BI DiI-HDL act: activators of SR-BI mediated DiI-HDL uptake, primary screen, ldlA[mSR-BI] CHO cells, DiI fluorescence. 3 h; 100 = double the neutral-control signal. activation, % at 12.5 µM. 320,000 compounds, 0.096% hits. AID 504775, 2011;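 active = mean replicate activation of at least 60% and every replicate at or above 60%; inconclusive = mean or all-replicate condition met, but not both; inactive = mean below 60% and not all replicates reaching 60%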;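 also: 0% = median plate neutral-control signal and 100% = twice that signal; values of inactives mirror those of a sister screen read the other way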
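material = CHO ldlA[mSR-BI] cells | medium = Ham's F12 with 0.5% BSA, HEPES 25 mM, pH 7.4 | reagent = fluorescent DiI-HDL, 10 µg/mL final | compound dosing = single-point compound dose | incubation = 3 h, 37 °C | measured by = bottom-read fluorescence, 550/595 nm | measure = HDL uptake via cellular fluorescence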
Rtt109 Vps75: inhibitors of C. albicans Rtt109/Vps75 HAT, primary screen, biochemical, ThioGlo CoA-SH fluorescence, plate reader. Histone acetyltransferase RTT109 (Candida albicans (strain SC5314 / ATCC MYA-2876)), …. inhibition, % at 34.9 µM. 330,000 compounds, 0.16% hits. purified Rtt109/Vps75, 4 h;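 active = inhibition of at least 50% in every replicate; inconclusive = best replicate reaches 50% inhibition but some replicates fall short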
Target sequence (Q5AAJ8 whole entry, looked up): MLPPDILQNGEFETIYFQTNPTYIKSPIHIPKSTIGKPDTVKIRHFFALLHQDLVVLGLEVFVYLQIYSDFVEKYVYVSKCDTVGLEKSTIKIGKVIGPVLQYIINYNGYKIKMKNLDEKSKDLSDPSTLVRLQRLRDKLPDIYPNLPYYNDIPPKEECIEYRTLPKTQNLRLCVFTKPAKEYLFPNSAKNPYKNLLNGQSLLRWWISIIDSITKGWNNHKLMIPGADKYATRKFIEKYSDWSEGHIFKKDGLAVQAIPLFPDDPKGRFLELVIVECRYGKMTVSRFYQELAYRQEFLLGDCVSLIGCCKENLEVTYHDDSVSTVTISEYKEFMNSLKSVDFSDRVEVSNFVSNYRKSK
The depositor's hits bear a star; ? = inconclusive; / = no result given; & = joins results of further samples. This is a random part of the collection; about 4.4% have a hit in one of these screens.

Below each compound: MITF TRPM1 HTS	PvdQ acylase	dFosB activator	CDK5 inh	HTR5A ag ctr	SR-BI HDL uptake	Wnt act	cardiac RTF act	SR-BI DiI-HDL act	Rtt109 Vps75
> O=C(OCc1cc(Cl)ccc1OC(F)F)c1cccnc1
 : -12	18	-3	-3.0	3	20	-1	-2	-20	-6
> N#Cc1c(-c2ccc(Cl)cc2)n(O)c2ccccc12
 : -2	-35	-2	3.9	1	24	/	-7	-24	3
> Nc1ccc(C(=O)N/N=C/c2cn(Cc3cccc(F)c3)c3ccccc23)cc1
 : -5	-11	-10	-0.5	6	16	0	0	-16	-16
> O/N=C(\COc1ccccc1O)c1ccccc1
 : 15	-6	-9	-3.3	1	-16	/	3	16	/
> CCC(C)[C@H](NC(=O)NC1CCCc2ccccc21)C(=O)OC (stereo not given in full)
 : 9	3	-6	0.8	1	23	0	8	-23	13
> Cc1ccc(S(=O)(=O)N2CCN(C(=O)Cc3ccccc3)CC2)cc1
 : /	-12	-6	-0.7	2	8	-3	-3	-8	2
> O=C(c1ccc2c(=O)n(-c3ccccc3)c(=O)[nH]c2c1)N1CCCCC1
 : -7	-14	0	0.2	-1	-5	0	-3	5	/
> CN=C(Nc1ccc(Br)cc1)SC1CC(=O)N(c2ccc(OC)cc2)C1=O (stereo not given)
 : -4	-9	-8	-2.1	6	12	-8	-1	-12	/
> COCCCn1nnnc1SCC(=O)N1CCCC1
 : 15	-10	0	/	1	-21	/	-4	21	-4
> COc1cccc(NC(=O)CN2C(=O)COc3ccc(S(=O)(=O)N4CCOCC4)cc32)c1
 : -1	-11	-7	-0.1	2	-32	1	4	32	11
> COc1ccc(OC)c(-c2oc3ccccc3c(=O)c2O)c1
 : 4	0	-1	1.4	6	13	-1	2	-6	6
> COc1ccc([N+](=O)[O-])cc1NC(=O)c1cc(C)c(C)o1
 : -8	6	-1	0.4	-2	-1	-3	-4	1	9
> O=C(CN1CCN(S(=O)(=O)/C=C/c2ccccc2)CC1)Nc1ccccc1N1CCOCC1
 : 2	-8	-9	-3.5	1	-11	-2	4	11	2
> O=C1OC(Oc2ccccc2)(c2ccccc2)c2ccccc21 (stereo not given)
 : -9	-1	-8	0.6	-1	11	/	2	-11	-9
> Cc1cc(C)c[n+](CC(=O)c2ccc(C)c([N+](=O)[O-])c2)c1
 : -2	-5	-2	-0.8	0	-15	1	0	15	10
> Cc1ccccc1CSc1nc2[nH]ncc2c(=O)[nH]1
 : 4	-8	-17	-1.3	0	1	6	-7	-1	0
> CN(C)CCNC(=O)c1cccc2ccc(-c3ccc(-c4ccccc4)cc3)nc12
 : /	-10	-60	-0.5	1	-11	-3	-3	11	2
> COC(=O)c1ccc(NC(=O)CCN2CCCCC2)cc1
 : 23	-13&-11	3&3	-0.4&1.8	2&1	-17&-20	-8	-2&-3	17&20	4&-13
> Cc1ccc(S(=O)(=O)N2CCC(C(=O)N(C)C3CCS(=O)(=O)C3)CC2)cc1 (stereo not given)
 : -7	-9	-4	-0.5	1	1	/	-1	-1	-2
> Cc1c(C(=O)NNc2cc(=O)n(C)c(=O)n2C)cccc1[N+](=O)[O-]
 : /	-6	2	-1.2	2	-17	-4	2	17	1
> CC(C)[C@H](NC(=O)C1CCN(C(=O)[C@@H]2CCCN2)CC1)C(=O)NCc1ccc(F)cc1
 : 11	-7	-4	-0.1	1	-4	-1	-1	4	-10
> COC(=O)C1CCN(C(=O)C23CCC(C)(C(=O)O2)C3(C)C)CC1 (stereo not given)
 : -2	-10	-5	0.2	2	2	/	3	-2	-25
> COc1ccc(CN(C)CC(=O)Nc2ccc(Cl)cc2C(F)(F)F)c(OC)c1
 : 6	7	-10	-0.8	0	14	/	-6	-14	0
> C/C=C/c1ccc(OCCOc2cccc3cccnc23)c(OC)c1
 : 5	-16	-11	-0.1	1	3	1	-1	-3	4
> CCc1ccccc1NC(=O)Cn1c(=O)n(-c2ccc(CC(=O)NCC3CCCO3)cc2)c(=O)c2ccccc21 (stereo not given)
 : 12	6	-5	-1.2	0	/	-1	-2	/	10
> CN1CC2([N+](=O)[O-])CC=C(Oc3ccccc3)C([N+](=O)[O-])(C1)C2 (stereo not given)
 : 2	-11	0	1.4	5	13	-5	1	-13	-3
> C#CCOCCOCCOCCNc1nc(N2CCN(C(=O)C([C@@H](C)O)n3cc([C@@H](N)CCCCN)nn3)CC2)nc(N2CCN(C(=O)[C@H](CC(N)=O)n3cc([C@@H](N)C(C)C)nn3)CC2)n1 (stereo not given in full)
 : 10	-9	-5	-0.6	-5	3	-4	-4	-3	6
> Cc1cc(C)n(-c2nc3ccccc3nc2N2CCN(S(=O)(=O)c3cccc(C#N)c3)CC2)n1
 : -12	7	-6	-1.0	-1	/	-1	1	/	-1
> CN(Cc1cccs1)C(=O)C1CC(=O)N(Cc2ccccc2)C1 (stereo not given)
 : 0	-7	-14	-1.2	0	-12	4	-2	12	0
> COc1ccc(C2CC(c3ccccc3)Nc3ncnn32)cc1 (stereo not given)
 : /	-12	-18	-8.0	-2	12	-2	13	-12	-3
> COc1cccc(C(c2nnnn2Cc2ccccc2)N2CCN(C(=O)c3ccco3)CC2)c1OC (stereo not given)
 : -5	-12	-5	-0.1	2	-1	/	-4	1	19
> O=C(NC(=S)N1CCCc2ccccc21)c1ccco1
 : -11	-3	-18	0.9	0	-26	0	6	26	3
> CC(C)c1ccc(NC(=O)c2ccc(Br)o2)cc1
 : 89*	-10	-10	-1.5	0	15	/	2	-15	5
> COc1cc(C(=O)ONC(=O)c2ccc(OC(F)F)cc2)cc(OC)c1OC
 : -8	-8	0	0.1	6	-22	12	-7	22	-3
> CCN(CC)C(=O)Oc1ccc2c(=O)c(-c3ccccc3)coc2c1
 : 78	-4	-14	0.9	3	31	/	4	-31	4
> Cc1cc(=O)n2nc(N3CCCC3C(=O)NCCCN3CCCCC3)sc2n1 (stereo not given)
 : -4	5	7	-3.0	-3	10	/	4	-10	-1
> Cc1cccc(N(C(=O)c2snc(C(N)=O)c2N)C(C(=O)NCC2CCCO2)c2c[nH]c3ccccc23)c1 (stereo not given)
 : /	2	-2	0.0	14	/	-2	-6	/	?
> NC(=O)c1ccc(NC(=O)COC(=O)c2ccc3c(c2)OCO3)cc1
 : 7	10	24*	0.3	-4	-3	-1	-2	3	3
> CCn1ccnc1CN(C)Cc1cn(-c2ccc(C)cc2)nc1-c1ccc(F)cc1
 : 15	-12	-7	1.1	2	39	-1	-3	-39	3
> O=C1CN(C(=O)COC(=O)c2cccc(S(=O)(=O)NCc3ccccc3)c2)c2ccccc2N1
 : -5	-6	-8	-0.5	-1	39	-4	5	-39	4
> COC(=O)c1ccc(CN2C(=O)C(C)N(C(=O)c3c(F)cccc3F)c3ccccc32)cc1 (stereo not given)
 : 2	-12	-14	-0.7	-2	28	1	7	-28	0
> CCCS(=O)(=O)N1CCCC(C(=O)NCCc2ccc(OC)c(OC)c2)C1 (stereo not given)
 : 11	-15	1	1.8	5	-39	/	-1	39	-17
> Cc1ccc2cc(COC(=O)c3ccco3)c(=O)[nH]c2c1
 : -18	-1	-12	-0.7	0	-40	/	8	/	5
> C[C@@]12C(=O)Nc3ccc(F)cc3C(=O)N1[C@H]1c3cc(Br)ccc3OC[C@@H]1[C@@H]2c1ccccc1
 : -21	4	9	0.5	8	-13	-5	-1	13	0
> CCc1ccc(NC(=O)CC2C(=O)N(c3ccc(C)cc3)C(=O)N2CCc2ccncc2)cc1 (stereo not given)
 : 1	-11	-11	-1.2	-3	-9	-8	-1	9	11
> NNC(=O)CNC(c1ccccc1)c1cc(Br)ccc1NC(=O)c1ccccc1Br (stereo not given)
 : -5	10	-17	/	-4	7	-8	-2	-7	0
> O=C(c1ccc(-c2ccccc2)c(F)c1)C1CCCN(CCCn2cccn2)C1 (stereo not given)
 : -7	-6	-6	-1.6	10	16	-1	0	-16	2
> CC(NC(=O)COC(=O)CCc1nc2ccccc2c(=O)[nH]1)c1ccccc1 (stereo not given)
 : -1	-22	2	-0.3	-1	-19	0	5	19	0
> COc1cc(NC(=O)COC(=O)c2cc(S(=O)(=O)N3CCCCC3)ccc2Cl)c(C)cc1[N+](=O)[O-]
 : 0	10	12	2.6	-3	63	-3	4	-63	13
> COc1ccc(NC(=O)CN(C)S(=O)(=O)c2ccccc2)cc1OC
 : 1	17	2	0.9	0	-8	-1	4	8	-3
> COc1ccc(-c2cc3cc(C(=O)O)ccn3c2C(=O)c2ccccc2)cc1
 : /	-14	-11	-3.4	3	26	1	6	-26	-7
